Screening results deposited in PubChem BioAssay by several laboratories.
NS3 helicase inh: HCV NS3 helicase inhibition; NS3 helicase DNA unwinding, Cy5 molecular beacon fluorescence; inhibition, % at 10.9 µM; 0.56% of 290,000 active; AID 1800;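 active means inhibition above the mean of all tested compounds plus 3 SD, set per campaign, cut at about 35% in these data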;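 further: 0% = DMSO wells and 100% = thioflavine S control wells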
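System: NS3 helicase fragment of HCV / Schedule: 1 h at 25 °C / Control set: DMSO alone as 0% and 110 µM thioflavine S as 100% / Reagent: Cy5/quencher beacon DNA duplex and ATP to start / Technique: Cy5 fluorescence / Replication: singlicate / Evaluation: % inhibition of end-to-start signal ratio versus controls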
OXTR agonist: activates the human oxytocin receptor; P30559; CHO-OTR cells, Fluo-8 calcium fluorescence; normalized: DMSO 0%, oxytocin 100%; activation, % at 3 µM; 0.32% of 320,000 active;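 active means activation above the mean of all tested compounds plus 3 SD, cutoff set per screening run, cut at about 20% in these data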;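 further: peak over basal fluorescence ratio from a 100 s FLIPR kinetic read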
Target sequence (P30559 whole entry, looked up): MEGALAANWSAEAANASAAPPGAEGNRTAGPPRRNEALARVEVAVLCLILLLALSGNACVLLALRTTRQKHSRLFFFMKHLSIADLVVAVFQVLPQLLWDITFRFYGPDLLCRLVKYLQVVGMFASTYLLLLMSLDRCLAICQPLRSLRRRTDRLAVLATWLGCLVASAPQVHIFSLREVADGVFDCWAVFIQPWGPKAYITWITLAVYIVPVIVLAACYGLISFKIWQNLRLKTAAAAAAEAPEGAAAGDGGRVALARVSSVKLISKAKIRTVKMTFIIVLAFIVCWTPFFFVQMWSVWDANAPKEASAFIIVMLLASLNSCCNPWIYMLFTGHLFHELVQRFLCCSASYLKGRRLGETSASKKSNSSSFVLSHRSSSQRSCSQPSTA
DNA FID counter: counter-screen for HCV NS3 helicase inhibitors: DNA intercalator displacement; DNA fluorescent intercalator displacement, fluorescence; inhibition, % at 7.9 µM; 0.17% of 290,000 active; AID 1845; in the data active means inhibition above about 37%;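 further: 0% = vehicle and 100% = reference compound; higher means more ethidium bromide displaced from hairpin DNA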
GPR7 antagonist: human neuropeptides B/W receptor 1 antagonism | inhibition, % at 4.4 µM | 1.1% of 290,000 active | GPR7-expressing cells, fluorescence antagonist assay; in the data active means inhibition above about 16%, passing the limit was not always enough;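 further: cells stimulated with the agonist NPW; 0% = agonist with vehicle and 100% = vehicle without agonist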
VIM-2 inhibitor: inhibitors of Pseudomonas aeruginosa VIM-2 metallo-beta-lactamase; purified VIM-2, nitrocefin hydrolysis, epi-absorbance fluorescence; inhibition, % at 5.6 µM; 0.89% of 290,000 active; AID 1527;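 active means inhibition above the mean of all tested compounds plus 3 SD, cutoff set per screening run, cut at about 7.5% in these data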;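 further: red hydrolysis product quenches plate fluorescence so inhibitors raise well fluorescence; 0% = enzyme with DMSO and 100% = DMSO without enzyme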
IMP-1 inh: blocks Pseudomonas aeruginosa IMP-1 metallo-beta-lactamase | purified IMP-1, nitrocefin hydrolysis, epi-absorbance fluorescence | inhibition, % at 5.6 µM | 0.45% of 290,000 active | AID 1556;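 active means inhibition above the mean plus 3 SD of all compounds in the same screening run, cut at about 4.5% in these data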;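 further: 0% = IMP-1 with DMSO and 100% = DMSO wells lacking enzyme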
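Assay system: purified IMP-1; Quantity: IMP-1 0.2 nM before substrate addition; Medium: HEPES buffer pH 7.1 with ZnSO4 and Brij 35; Incubation: 15 min enzyme–compound preincubation, then 25 min nitrocefin reaction, 25 °C; Signal: fluorescence quenching readout, ex 480/em 530 nm; Controls: DMSO with and without IMP-1; Repeats: singlicate testing.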
GalR3 antag: antagonists of human GalR3; inhibition, % at 3 µM; HEK293 GalR3-CNG cAMP membrane potential fluorescence; galR3 body fused to GalR1 C-terminus; 0.44% of 360,000 active; O60755;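 active means inhibition above the screen-wide average plus 3 SD, cut at about 13% in these data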;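 further: forskolin and galanin both at EC90 stimulate the cells; cAMP rise reported by CNG channel membrane potential dye signal; 0% = forskolin plus galanin with DMSO and 100% = forskolin alone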
V1R ag counter: counter-screen for oxytocin receptor agonists: human V1a receptor agonists; activation, % at 3 µM; 0.25% of 320,000 active; P37288; AID 2797; CHO-V1R cells, Fluo-8 calcium fluorescence, agonist mode; 0% DMSO, 100% 3 nM vasopressin;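 active means activation above the mean activation of all tested compounds plus 3 SD, per screening run, cut at about 20% in these data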;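 further: signal is peak over basal fluorescence ratio across a 100 second FLIPR read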
Target sequence (P37288 whole entry, looked up): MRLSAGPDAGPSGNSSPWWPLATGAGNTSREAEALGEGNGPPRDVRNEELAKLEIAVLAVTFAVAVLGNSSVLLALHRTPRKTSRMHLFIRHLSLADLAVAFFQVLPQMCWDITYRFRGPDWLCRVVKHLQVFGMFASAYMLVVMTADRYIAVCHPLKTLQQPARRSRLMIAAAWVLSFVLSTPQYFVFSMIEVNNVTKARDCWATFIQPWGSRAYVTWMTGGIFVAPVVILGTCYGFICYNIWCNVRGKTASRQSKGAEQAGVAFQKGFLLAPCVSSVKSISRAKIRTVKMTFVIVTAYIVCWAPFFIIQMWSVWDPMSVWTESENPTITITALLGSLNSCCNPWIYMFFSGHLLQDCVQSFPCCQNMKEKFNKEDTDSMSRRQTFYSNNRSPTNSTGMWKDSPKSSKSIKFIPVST
PHOSPHO1 block: blocks human PHOSPHO1 phosphatase activity | recombinant PHOSPHO1, absorbance phosphatase assay | inhibition, % at 13.3 µM | 1.1% of 290,000 active | AID 1565; in the data active means inhibition above about 60%
Target sequence (Q8TCT1 whole entry, looked up): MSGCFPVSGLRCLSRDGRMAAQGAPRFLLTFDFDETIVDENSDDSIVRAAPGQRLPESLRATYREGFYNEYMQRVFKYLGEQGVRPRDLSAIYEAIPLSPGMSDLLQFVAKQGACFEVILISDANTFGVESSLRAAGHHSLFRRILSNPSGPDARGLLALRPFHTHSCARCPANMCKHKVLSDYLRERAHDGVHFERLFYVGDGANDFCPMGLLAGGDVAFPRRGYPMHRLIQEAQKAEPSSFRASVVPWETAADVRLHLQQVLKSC
The depositor's hits bear a star; . = not tested or not shown.

Start of the listing, in advance (two entries):
no.	Molecule	NS3 helicase inh	OXTR agonist	DNA FID counter	GPR7 antagonist	VIM-2 inhibitor	IMP-1 inh	GalR3 antag	V1R ag counter	PHOSPHO1 block
1	Cc1ccc(CN2CC(C(=O)O)CC2=O)cc1 (stereo unspecified)	1	0.9	-1	-2	-0.6	-0.8	-2	0.4	-5
2	O=C(CCN1C(=O)/C(=C/c2ccccc2F)SC1=S)Nc1cccnc1	-5	7.3	-16	-2	-1.9	-1.1	-1	9.3	.

Results, repeating the preview:
no.	Molecule	NS3 helicase inh	OXTR agonist	DNA FID counter	GPR7 antagonist	VIM-2 inhibitor	IMP-1 inh	GalR3 antag	V1R ag counter	PHOSPHO1 block
1	Cc1ccc(CN2CC(C(=O)O)CC2=O)cc1 (stereo unspecified)	1	0.9	-1	-2	-0.6	-0.8	-2	0.4	-5
2	O=C(CCN1C(=O)/C(=C/c2ccccc2F)SC1=S)Nc1cccnc1	-5	7.3	-16	-2	-1.9	-1.1	-1	9.3	.
3	Cc1oc(-c2ccccc2Cl)[n+]([O-])c1C	-3	0.6	-1	4	-0.8	-3.9	-7	-0.1	-7
4	Cc1nnc(NC(=O)CSc2nnc3scc(-c4ccc(C)c(C)c4)n23)s1	-1	0.1	3	2	-1.0	-1.0	-4	0.8	0
5	CC(=O)Nc1nc(CC(C)C)cc2c1c(=O)oc1ccccc12	1	-0.5	-1	-11	-0.5	-2.6	0	0.5	5
6	CCc1nn(CC(=O)NC(C)CCc2ccccc2)c(=O)c2cc3occc3n12 (stereo unspecified)	6	0.3	-34	-5	-2.5	-2.3	-6	0.5	59
7	O=C(N[C@H](C(=O)O)c1ccccc1)C1CCC(Cn2nnc3ccccc3c2=O)CC1 (stereo partly specified)	18	0.1	-39	-6	-1.5	-3.0	.	0.5	-10
8	C=CCNC(=S)N/N=C(\C)c1ccc(OC)cc1	-5	-1.6	-4	-8	-3.5	-4.7	-4	-0.5	14
9	O=C(c1ccccc1)N1CCN(c2ncnc3c2cnn3-c2ccccc2)CC1	-1	8.0	-7	-9	-5.1	-2.7	-6	8.1	53
10	CC(NC(=O)Nn1cnnc1)(C(F)(F)F)C(F)(F)F	-3	0.3	2	7	-3.0	-4.1	-4	5.4	30
11	CCOc1ccc(NC(=O)CC2CC(C)(C)OC2=O)cc1 (stereo unspecified)	-1	-0.6	-8	-3	-1.3	-1.8	-3	0.4	-15
12	COc1ccc2ccccc2c1/C=N/Nc1cccc(C(=O)O)c1	3	-0.4	-24	-10	-1.2	-3.4	-6	0.1	31
13	N#CC(c1ccccc1)N(CCCCl)C(=O)c1ccccc1 (stereo unspecified)	5	-2.6	-2	-6	-0.6	-1.1	-4	0.2	3
14	O=c1nc2s/c(=C\c3ccc(-c4ccccc4[N+](=O)[O-])o3)c(=O)n2nc1-c1ccccc1	43*	.	-18	-6	-5.0	-1.0	5	.	74*
15	C=CCNc1nc(N2CCCCC2)c(C#N)c2c1CN(Cc1ccccc1)CC2	-69	-1.3	1	-8	-1.1	-2.1	1	-0.4	6
16	COc1ccc(C2Nc3ccccc3C(=O)N2NS(C)(=O)=O)cc1 (stereo unspecified)	2	-0.1	0	-6	0.6	-1.9	-2	0.0	-10
17	COc1ccc(CCCC(=O)NC2CCCCC2C)c(C)c1 (stereo unspecified)	3	-0.9	-13	-2	-1.9	-2.5	-6	-0.9	-84
18	CC(C)=NN/C(N)=N/C(=S)Nc1ccc(C)cc1	6	-2.6	-1	-6	-1.0	-3.5	-11	-0.5	-2
19	CCCOC(=O)CSC1=C(C#N)C(c2ccccc2OC)C(C#N)C(=O)N1 (stereo unspecified)	9	-1.1	-32	1	-0.9	-1.0	1	-0.7	6
20	CCOc1ccc(S(=O)(=O)N2CCCC(C(=O)N3CCOCC3)C2)cc1C (stereo unspecified)	2	-0.2	-41	-18	-2.8	-3.7	-2	1.3	.
21	COC(=O)c1cc2c(ccn2-c2ccc(F)cc2)n1CC(C)C	-2	0.5	-8	15	-1.7	-2.5	-5	1.8	32
22	CCOc1ccc2[nH]c(=O)c(C(c3nnnn3C3CCCCC3)N3CCN(CC)CC3)cc2c1 (stereo unspecified)	-8	-0.4	10	-11	-2.1	-2.3	-4	-0.6	1
23	Cc1cc2ncc(-c3cccc(Cl)c3)cn2n1	-5	-1.9	-1	-2	-0.2	-0.6	-3	-0.8	8
24	O=C(Nc1nc2c(s1)CCCC2)c1cccc(S(=O)(=O)N2CCCc3ccccc32)c1	2	-0.8	-8	-1	-4.8	-4.0	-5	0.3	-4
25	NCCCCCc1nnc(SCc2ccc(Cl)c(Cl)c2)o1	-36	6.2	29	4	-0.7	-2.7	-8	4.5	41
26	CN1CCN(C(c2cc3cc4c(cc3[nH]c2=O)OCCO4)c2nnnn2C2CCCC2)CC1 (stereo unspecified)	11	0.5	2	3	-0.2	-3.4	.	0.3	-7
27	O=C(O)c1cccc(S(=O)(=O)N2CCN(c3ccccn3)CC2)c1	1	.	-6	-1	-0.1	1.7	-9	.	34
28	CC(=O)Nc1cccc(N2C(=O)CC(N3CCC(C(=O)N4CCCCC4)CC3)C2=O)c1 (stereo unspecified)	-1	0.7	-8	-14	-4.8	-5.8	5	1.1	15
29	COCCCNC(=O)Cn1cc2c(n1)CCC(C)C2 (stereo unspecified)	-3	0.6	5	-9	-0.5	-1.9	0	0.7	12
30	CC1c2nc3ccccc3n2C(CC(=O)NCCCN2CCOCC2)C(=O)N1Cc1ccccc1 (stereo unspecified)	-1	-0.3	6	-3	-1.1	-1.0	-3	-0.3	27
31	Cn1c(CCc2ccccc2)n[nH]c1=S	5	-0.5	2	-9	-6.5	-4.0	-3	0.4	-51
32	FC(F)(F)Oc1ccc(Nc2nc3ccccc3o2)cc1	-4	-1.0	2	-7	-1.3	-2.1	-12	0.3	25
33	CCOC(=O)/C(=N/Nc1ccc(Cl)cc1)Sc1nnnn1-c1ccc(C)cc1	0	-0.6	0	-12	-2.9	-3.8	3	-0.5	7
34	COC(=O)/C(=C\c1ccc2c(c1)c1ccccc1n2C)NC(=O)c1ccccc1	11	1.3	-18	6	1.6	1.0	-10	1.2	-4
35	CCOc1cc(NC(=S)NCC2CCCO2)c(OCC)cc1NC(=O)c1ccc(C)cc1 (stereo unspecified)	5	-0.2	2	-5	-2.6	-3.3	-1	0.6	-63
36	COc1ccc(CCNC(=O)C(=O)NCC2OCCN2S(=O)(=O)c2ccccc2)cc1 (stereo unspecified)	37*	-0.1	-27	-5	-2.5	-3.6	.	0.4	31
37	N#CC(C#N)=Cc1ccc(-c2ccc(S(=O)(=O)N=C(N)N)cc2)o1	2	-0.6	4	-2	-2.6	-1.8	3	0.2	3
38	CCN1C(=O)C(O)(CC(=O)c2ccc(-n3cccc3)cc2)c2ccccc21 (stereo unspecified)	-5	3.5	-22	-5	0.3	-0.3	-3	2.2	2
39	CC1(c2nnc(-c3ccc(F)cc3)o2)CC(c2ccc(Cl)cc2)=NO1 (stereo unspecified)	.	-0.6	.	.	.	.	-5	2.6	22
40	CCC(C)C(=O)OCC1(c2ccc(C)cc2OC(=O)C(C)C)CO1 (stereo unspecified)	.	1.1	.	.	.	.	-3	0.3	13
41	CC1CCN(C(=S)NC(=O)C2CCCCC2)CC1	13	-1.6	-9	10	-0.3	1.5	1	-0.9	-26
42	Cn1c2ccc(F)cc2c2ncn(Cc3ccccn3)c(=O)c21	9	-2.0	-5	-8	0.2	-4.2	5	1.4	20
43	O=C1C2CC=CCC2C(=O)N1CC1CCCO1 (stereo unspecified)	7	0.6	0	-4	-1.2	-2.6	0	0.6	-7
44	O=C(O)C1CCC(CNCc2cccnc2)CC1 (stereo unspecified)	-3	.	-1	-5	0.1	-2.7	.	.	.
45	O=C(NC1CC1)c1ccc2snnc2c1	-10	0.1	-1	-8	-1.5	-2.1	0	0.5	-9
46	Cc1nnc(SCC(=O)NC(=O)NC2CCCC2)n1N	6	0.8	-2	1	-3.3	-3.1	-3	0.3	16
47	Cc1ccc(C(=O)OCC(=O)Nc2sc3c(c2C#N)CCC3)cc1	4	0.1	1	3	-3.0	-2.4	2	1.6	2
48	Cc1ccc2c(c1)N(C(=O)CCC(=O)NCc1cccc(Cl)c1)CC(C)O2 (stereo unspecified)	3	-2.2	-37	7	-2.5	-0.3	.	-1.4	-4
49	COc1cc(C)c(C(C)C)cc1S(=O)(=O)N1CCN(C)CC1	-5	-0.3	6	-11	-4.0	-3.9	-5	0.0	-4

12 of the compounds above, screen by screen.
35) CCOc1cc(NC(=S)NCC2CCCO2)c(OCC)cc1NC(=O)c1ccc(C)cc1 (stereo unspecified)
36) COc1ccc(CCNC(=O)C(=O)NCC2OCCN2S(=O)(=O)c2ccccc2)cc1 (stereo unspecified)
37) N#CC(C#N)=Cc1ccc(-c2ccc(S(=O)(=O)N=C(N)N)cc2)o1
38) CCN1C(=O)C(O)(CC(=O)c2ccc(-n3cccc3)cc2)c2ccccc21 (stereo unspecified)
39) CC1(c2nnc(-c3ccc(F)cc3)o2)CC(c2ccc(Cl)cc2)=NO1 (stereo unspecified)
40) CCC(C)C(=O)OCC1(c2ccc(C)cc2OC(=O)C(C)C)CO1 (stereo unspecified)
41) CC1CCN(C(=S)NC(=O)C2CCCCC2)CC1
42) Cn1c2ccc(F)cc2c2ncn(Cc3ccccn3)c(=O)c21

| compound no. | 35 | 36 | 37 | 38 | 39 | 40 | 41 | 42 |
| --- | --- | --- | --- | --- | --- | --- | --- | --- |
| NS3 helicase inh | 5 | 37* | 2 | -5 | . | . | 13 | 9 |
| OXTR agonist | -0.2 | -0.1 | -0.6 | 3.5 | -0.6 | 1.1 | -1.6 | -2.0 |
| DNA FID counter | 2 | -27 | 4 | -22 | . | . | -9 | -5 |
| GPR7 antagonist | -5 | -5 | -2 | -5 | . | . | 10 | -8 |
| VIM-2 inhibitor | -2.6 | -2.5 | -2.6 | 0.3 | . | . | -0.3 | 0.2 |
| IMP-1 inh | -3.3 | -3.6 | -1.8 | -0.3 | . | . | 1.5 | -4.2 |
| GalR3 antag | -1 | . | 3 | -3 | -5 | -3 | 1 | 5 |
| V1R ag counter | 0.6 | 0.4 | 0.2 | 2.2 | 2.6 | 0.3 | -0.9 | 1.4 |
| PHOSPHO1 block | -63 | 31 | 3 | 2 | 22 | 13 | -26 | 20 |

43) O=C1C2CC=CCC2C(=O)N1CC1CCCO1 (stereo unspecified)
44) O=C(O)C1CCC(CNCc2cccnc2)CC1 (stereo unspecified)
45) O=C(NC1CC1)c1ccc2snnc2c1
46) Cc1nnc(SCC(=O)NC(=O)NC2CCCC2)n1N

| compound no. | 43 | 44 | 45 | 46 |
| --- | --- | --- | --- | --- |
| NS3 helicase inh | 7 | -3 | -10 | 6 |
| OXTR agonist | 0.6 | . | 0.1 | 0.8 |
| DNA FID counter | 0 | -1 | -1 | -2 |
| GPR7 antagonist | -4 | -5 | -8 | 1 |
| VIM-2 inhibitor | -1.2 | 0.1 | -1.5 | -3.3 |
| IMP-1 inh | -2.6 | -2.7 | -2.1 | -3.1 |
| GalR3 antag | 0 | . | 0 | -3 |
| V1R ag counter | 0.6 | . | 0.5 | 0.3 |
| PHOSPHO1 block | -7 | . | -9 | 16 |
